Assay outcomes from PubChem.
NR3A LBD binder = modulators (binders) of human NR3A ligand-binding domain. NR3A LBD differential scanning fluorimetry, Tm shift; 0% = protein alone, 100% = glycine-bound protein. Tm shift relative to glycine control, % at 25 µM. 340,000 tested, 2.5% active. AID 1259313;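 active = melting temperature shift of at least 10% of the positive control shift, at one fixed dose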
EBI2 antag = blocks human EBI2 receptor beta-arrestin signaling | P32249 | EBI2 beta-arrestin recruitment, luminescence, 7a,25-OHC stimulated | inhibition, % at 5 µM | 360,000 tested, 0.81% active | AID 651636; in the data active = inhibition above about 38%;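 note: enzyme fragment complementation signal reports receptor beta-arrestin coupling in cells; 0% = agonist plus DMSO wells and 100% = wells without agonist; some results beyond the cut were filed as inactive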
Target sequence (P32249 whole entry, looked up, the tested form may be a part): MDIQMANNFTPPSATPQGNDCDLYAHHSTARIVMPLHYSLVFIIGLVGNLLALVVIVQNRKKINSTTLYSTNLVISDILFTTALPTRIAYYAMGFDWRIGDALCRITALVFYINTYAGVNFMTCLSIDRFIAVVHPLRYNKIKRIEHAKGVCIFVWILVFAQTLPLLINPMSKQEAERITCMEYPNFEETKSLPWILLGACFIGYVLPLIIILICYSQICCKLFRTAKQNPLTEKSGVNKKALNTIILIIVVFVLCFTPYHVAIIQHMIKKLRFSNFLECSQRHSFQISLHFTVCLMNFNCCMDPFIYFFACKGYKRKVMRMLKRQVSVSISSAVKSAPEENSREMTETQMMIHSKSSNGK
CCR6 antagonist = blocks CCL20-driven beta-arrestin recruitment at human CCR6; 340,000 tested, 0.49% active; inhibition, % at 20 µM; CHO-K1 CCR6 PathHunter beta-arrestin, luminescence, CCL20-stimulated;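 active = compounds whose inhibition of the agonist-driven luminescence signal at 20 µM reaches about 50%, limit read from the data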;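 note: cells stimulated with CCL20 at 14 nM final; plate controls were DMSO with CCL20 for no effect and DMSO without agonist for full effect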
Target sequence (P51684 whole entry, looked up): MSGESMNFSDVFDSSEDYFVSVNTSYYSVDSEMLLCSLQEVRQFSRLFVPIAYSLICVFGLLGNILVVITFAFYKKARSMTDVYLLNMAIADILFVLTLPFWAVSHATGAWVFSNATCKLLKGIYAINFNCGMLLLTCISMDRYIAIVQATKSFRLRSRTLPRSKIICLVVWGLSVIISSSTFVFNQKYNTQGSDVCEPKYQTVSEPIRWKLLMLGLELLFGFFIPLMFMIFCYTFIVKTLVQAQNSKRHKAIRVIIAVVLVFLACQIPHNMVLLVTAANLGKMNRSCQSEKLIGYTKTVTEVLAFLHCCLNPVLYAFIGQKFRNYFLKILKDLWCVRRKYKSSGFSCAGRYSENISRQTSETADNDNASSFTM
CXCR6 inh = blocks human CXCR6 beta-arrestin recruitment | CHO-K1 PathHunter CXCR6 beta-arrestin, luminescence | O00574 | AID 602244 | inhibition, % at 20 µM | 360,000 tested, 0.36% active; in the data active = inhibition above about 34%, passing the limit was not always enough;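 note: antagonist mode with CXCL16 agonist at 10 nM final; 0% = 10 nM CXCL16 with DMSO and 100% = unstimulated wells without agonist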
APOBEC3G inh = inhibitors of human APOBEC3G DNA deaminase; 330,000 tested, 0.28% active; recombinant A3G, ssDNA deamination FAM/TAMRA fluorescence; inhibition, % at 20 µM;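 active = inhibition of at least 40% at 20 µM, with no more than 30% in the related APOBEC3A deaminase screen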;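 note: plate controls were DMSO wells with A3G for no effect and wells lacking A3G enzyme for full effect; some compounds called inactive have numbers as strong as hits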
A3A deaminase = blocks human APOBEC3A ssDNA deamination; 330,000 tested, 0.41% active; AID 493011; inhibition, % at 20 µM; recombinant A3A, FAM/TAMRA ssDNA deamination fluorescence; P31941;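 active = at least 40% inhibition at 20 µM here, with at most 30% in a related deaminase screen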;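 note: plate controls were A3A with DMSO for no effect and wells lacking A3A enzyme for full effect; some results filed as inactive read as strong as hits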
Target sequence (P31941 whole entry, looked up): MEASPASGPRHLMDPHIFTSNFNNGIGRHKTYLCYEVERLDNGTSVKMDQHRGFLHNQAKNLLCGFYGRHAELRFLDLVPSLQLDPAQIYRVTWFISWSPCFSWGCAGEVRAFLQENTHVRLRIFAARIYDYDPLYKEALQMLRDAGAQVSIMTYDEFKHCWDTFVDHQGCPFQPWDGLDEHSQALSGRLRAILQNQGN
MPTP inh = inhibitors of mitochondrial permeability transition pore; isolated mouse mitochondria, Ca2+ swelling absorbance, 30 min; inhibition, % at 10 µM; 360,000 tested, 1.4% active; AID 602449;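 active = inhibition of 50% or more, scaled per plate between neutral and stimulator controls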;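 note: 0% = DMSO wells given calcium and 100% = 1 mM EGTA wells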
Gli-Sufu antag = antagonists of Gli-Sufu signaling; Sufu-KO-LIGHT fibroblasts, Gli luciferase reporter luminescence; inhibition, % at 5 µM; 340,000 tested, 0.74% active; AID 588413;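 active = inhibition above about 55%, limit read from the data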;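 note: 0% = DMSO-treated cells and 100% = wells with medium but no cells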
Starred values were filed as active, the others as inactive.

How did CCCCC1(COC(=O)CCC(=O)O)C(=O)N(c2ccccc2)N(c2ccccc2)C1=O do in these assays?
NR3A LBD binder: -1; EBI2 antag: 2; CCR6 antagonist: -1; CXCR6 inh: 2; APOBEC3G inh: -10; A3A deaminase: -2; MPTP inh: 0.9; Gli-Sufu antag: 2

What do the screens show for `CN(C(=O)c1cccc(NC(=O)Cc2ccc(NC(=O)C3CCN(C(=O)C4CCCC4)CC3)cc2)c1)C1CCCC1`?
NR3A LBD binder: -3; EBI2 antag: -10; CCR6 antagonist: 2; CXCR6 inh: 4; MPTP inh: 0.7; Gli-Sufu antag: -71

Results for CCCN1CCC(=O)N(CCSc2ccc(NC(C)=O)cc2)CC1 ?
NR3A LBD binder: -1; EBI2 antag: -6; CCR6 antagonist: -4; CXCR6 inh: -2; APOBEC3G inh: -3; A3A deaminase: -1; MPTP inh: -0.7; Gli-Sufu antag: -2

How did O=C(O)CC1S/C(=N/N=C/C2CC=CCC2)NC1=O (centres undefined) do in these assays?
NR3A LBD binder: -1; EBI2 antag: -11; CCR6 antagonist: -2; CXCR6 inh: -1; APOBEC3G inh: -4; A3A deaminase: 1; MPTP inh: -1.3; Gli-Sufu antag: -2

How did Cc1nc(NCC(c2ccccc2)N(C)C)c2c(C)c(C)sc2n1 (centres undefined) do in these assays?
NR3A LBD binder: 2; EBI2 antag: 14; CCR6 antagonist: 22; CXCR6 inh: 8; APOBEC3G inh: 12; A3A deaminase: 4; MPTP inh: 2.1; Gli-Sufu antag: 17

What do the screens show for `COc1ccc(NC(=O)CSCC(=O)Nc2nnc(C)s2)cc1`?
NR3A LBD binder: -2; EBI2 antag: -1; CCR6 antagonist: -2; CXCR6 inh: -2; APOBEC3G inh: -5; A3A deaminase: 9; MPTP inh: -1.1; Gli-Sufu antag: -3

What do the screens show for `CC(C)(C)OC(=O)N1CCC(C(=O)Nc2cccc(C(=O)NCc3ccccc3)c2)CC1`?
NR3A LBD binder: 0; EBI2 antag: -2; CCR6 antagonist: 4; CXCR6 inh: -2; MPTP inh: 1.1; Gli-Sufu antag: -2

How did CCO/C=N/c1c(C#N)c(CC#N)nn1-c1ccccc1 do in these assays?
NR3A LBD binder: 0; EBI2 antag: 2; CCR6 antagonist: 5; CXCR6 inh: 1; APOBEC3G inh: -7; A3A deaminase: -2; MPTP inh: 1.5; Gli-Sufu antag: -2

What do the screens show for `Cc1n[nH]c(=O)n1-c1ccc(C(C)C)cc1`?
NR3A LBD binder: -1; EBI2 antag: -3; CCR6 antagonist: 4; CXCR6 inh: 0; APOBEC3G inh: 3; A3A deaminase: 4; MPTP inh: -1.3; Gli-Sufu antag: -3

How did Cc1ccc2cc(CCNC(=O)c3cccs3)c(=O)[nH]c2c1C do in these assays?
NR3A LBD binder: 0; EBI2 antag: -3; CCR6 antagonist: -1; CXCR6 inh: -4; APOBEC3G inh: -9; A3A deaminase: -4; MPTP inh: 0.7; Gli-Sufu antag: -81

Results for Cc1cc(=O)n2[nH]cc(C(=O)O)c2n1 ?
NR3A LBD binder: 2; EBI2 antag: -4; CCR6 antagonist: -11; CXCR6 inh: -2; APOBEC3G inh: -6; A3A deaminase: 1; MPTP inh: -2.7

What do the screens show for `CCOc1cc(/C=N/NC(=O)c2cc(-c3cccc(OC)c3)nc3ccccc23)ccc1O`?
NR3A LBD binder: 5; EBI2 antag: 12; CCR6 antagonist: 5; CXCR6 inh: -6; APOBEC3G inh: 17; A3A deaminase: 8; MPTP inh: 3.4; Gli-Sufu antag: 7

Results for CC(C)C1CC(=O)NC(SCC(=O)Nc2ccc(Br)cc2)=C1C#N (centres undefined) ?
NR3A LBD binder: -17; EBI2 antag: -17; CCR6 antagonist: 16; CXCR6 inh: -4; APOBEC3G inh: -6; A3A deaminase: -3; MPTP inh: 4.0; Gli-Sufu antag: -6

How did CN(C(=O)CCc1nc(-c2ccccc2F)no1)c1ccccc1 do in these assays?
NR3A LBD binder: 0; EBI2 antag: 0; CCR6 antagonist: 16; CXCR6 inh: -1; APOBEC3G inh: -9; A3A deaminase: -2; MPTP inh: 1.6; Gli-Sufu antag: -2

What do the screens show for `CCCCc1c(C)nc2c(OC)cccc2c1SCCC(=O)O`?
NR3A LBD binder: 0; EBI2 antag: -16; CCR6 antagonist: -2; CXCR6 inh: 7; APOBEC3G inh: -10; A3A deaminase: -3; MPTP inh: -0.7; Gli-Sufu antag: 1

How did CCN1CCN(c2ccc(S(=O)(=O)N3CCCCC3)cc2NC(=O)c2cccc(C(F)(F)F)c2)CC1 do in these assays?
NR3A LBD binder: 4; EBI2 antag: 10; CCR6 antagonist: 16; CXCR6 inh: 14; APOBEC3G inh: 18; A3A deaminase: 57*; MPTP inh: 8.8; Gli-Sufu antag: 23

What do the screens show for `O=C(NCCC1=CCCCC1)c1cc(-c2ccccn2)nc2ccccc12`?
NR3A LBD binder: -2; EBI2 antag: 1; CCR6 antagonist: 12; CXCR6 inh: -1; APOBEC3G inh: -5; A3A deaminase: -7; MPTP inh: -1.2; Gli-Sufu antag: -4

What do the screens show for `CN1CCc2c(C#N)c(N3CCCCC3)nc(NCc3ccccc3)c2C1`?
NR3A LBD binder: -5; EBI2 antag: 1; CCR6 antagonist: 5; CXCR6 inh: 2; APOBEC3G inh: -8; A3A deaminase: -6; MPTP inh: -0.2; Gli-Sufu antag: 13

What do the screens show for `Cc1ccc(S(=O)(=O)c2nc(-c3cccs3)oc2N2CCC(C(N)=O)CC2)cc1`?
NR3A LBD binder: -1; EBI2 antag: -6; CCR6 antagonist: 4; CXCR6 inh: -3; APOBEC3G inh: 3; A3A deaminase: 0; MPTP inh: -0.7; Gli-Sufu antag: -34

Results for CSc1ccccc1NC(=O)N1CCC(CO)(CC2CCCCO2)CC1 (centres undefined) ?
NR3A LBD binder: 0; EBI2 antag: 1; CCR6 antagonist: -1; CXCR6 inh: -5; APOBEC3G inh: -4; A3A deaminase: -1; MPTP inh: 0.1; Gli-Sufu antag: 15

How did C[C@]12c3[nH]c4cc(-c5ccco5)ccc4c3CCN1C(=O)[C@@H](CC(=O)NCCc1ccccn1)C[C@@H]2C(=O)N1CCOCC1 do in these assays?
NR3A LBD binder: 0; EBI2 antag: -3; CCR6 antagonist: 13; CXCR6 inh: 2; APOBEC3G inh: 3; A3A deaminase: -2; MPTP inh: -2.0; Gli-Sufu antag: -1

What do the screens show for `O=C(COC(=O)c1ccco1)Nc1ccc(Cl)cn1`?
NR3A LBD binder: -4; EBI2 antag: -8; CCR6 antagonist: 5; CXCR6 inh: 2; APOBEC3G inh: -3; A3A deaminase: 0; MPTP inh: 1.5; Gli-Sufu antag: -9

What do the screens show for `COc1ccc(CCn2c(C)c(C(C)=O)c3cc(OC(=O)c4ccco4)ccc32)cc1OC`?
NR3A LBD binder: 2; EBI2 antag: 9; CCR6 antagonist: 22; CXCR6 inh: 2; APOBEC3G inh: -5; A3A deaminase: 2; MPTP inh: -3.9; Gli-Sufu antag: -8

How did COC(=O)CC/C(O)=C1/C(=N)CC(C)(C)CC1=O do in these assays?
NR3A LBD binder: -1; EBI2 antag: -2; CCR6 antagonist: -8; CXCR6 inh: -8; APOBEC3G inh: -2; A3A deaminase: 1; MPTP inh: 1.0; Gli-Sufu antag: 1

What do the screens show for `O=c1ccnc(SCn2nnc3ccccc3c2=O)[nH]1`?
NR3A LBD binder: 0; EBI2 antag: -10; CCR6 antagonist: 0; CXCR6 inh: 0; APOBEC3G inh: 0; A3A deaminase: -1; MPTP inh: -2.3; Gli-Sufu antag: 1

Results for C=CCn1ccc2c([N+](=O)[O-])cccc2c1=O ?
NR3A LBD binder: -3; EBI2 antag: -6; CCR6 antagonist: -9; CXCR6 inh: -7; APOBEC3G inh: -3; A3A deaminase: -3; MPTP inh: -1.0; Gli-Sufu antag: -5

Results for COc1ccccc1C(=O)N1CCN=C1SCc1cccnc1 ?
NR3A LBD binder: 1; EBI2 antag: 8; CCR6 antagonist: -22; CXCR6 inh: -3; APOBEC3G inh: 0; A3A deaminase: -1; MPTP inh: -0.2; Gli-Sufu antag: -7

What do the screens show for `CCOC(=O)CC1=C(C(=O)OCC)C(c2ccc(C)o2)C(C#N)=C(N)O1` (centres undefined)?
NR3A LBD binder: -1; EBI2 antag: -2; CCR6 antagonist: -1; CXCR6 inh: -3; APOBEC3G inh: -3; A3A deaminase: -3; MPTP inh: -0.7; Gli-Sufu antag: 6

How did N#Cc1ccc(-n2nnc3ccccc3c2=O)c([N+](=O)[O-])c1 do in these assays?
NR3A LBD binder: 3; EBI2 antag: -12; CCR6 antagonist: -2; CXCR6 inh: -3; APOBEC3G inh: 3; A3A deaminase: -3; MPTP inh: -0.2; Gli-Sufu antag: -3

What do the screens show for `Cc1ccc(OCCC(=O)Nc2ccc(F)c(Cl)c2)cc1`?
NR3A LBD binder: -2; EBI2 antag: -7; CCR6 antagonist: 11; CXCR6 inh: -11; APOBEC3G inh: -5; A3A deaminase: -1; MPTP inh: 67*; Gli-Sufu antag: -9

What do the screens show for `O=c1c2c3c(sc2n(CCN2CCCCC2)c(=O)n1Cc1ccco1)CCCCC3`?
NR3A LBD binder: 0; EBI2 antag: 2; CCR6 antagonist: 33; CXCR6 inh: 22; APOBEC3G inh: -8; A3A deaminase: -2; MPTP inh: -0.8; Gli-Sufu antag: 8

How did CCC(C)N(C(=O)CSc1nc(C)nc2ccccc12)C1CCS(=O)(=O)C1 (centres undefined) do in these assays?
NR3A LBD binder: 4; EBI2 antag: -2; CCR6 antagonist: 5; CXCR6 inh: 6; APOBEC3G inh: -11; A3A deaminase: -6; MPTP inh: 1.0; Gli-Sufu antag: 5

What do the screens show for `N#CC1=C(N)N2C(=C(C#N)C13CCCCC3)SC1CCCCC12O` (centres undefined)?
NR3A LBD binder: -11; EBI2 antag: 8; CCR6 antagonist: -9; CXCR6 inh: -20; APOBEC3G inh: -4; A3A deaminase: -2; MPTP inh: 66*; Gli-Sufu antag: 5

How did CC(C)NC(=O)CSCc1ccccc1Cl do in these assays?
NR3A LBD binder: -1; EBI2 antag: -2; CCR6 antagonist: -2; CXCR6 inh: -8; APOBEC3G inh: -5; A3A deaminase: 11; MPTP inh: -0.1; Gli-Sufu antag: -1

How did CCc1cc(=O)oc2c(C)c(OCC(=O)NCCCn3ccnc3)ccc12 do in these assays?
NR3A LBD binder: 0; EBI2 antag: -9; CCR6 antagonist: -1; CXCR6 inh: -5; APOBEC3G inh: -2; A3A deaminase: -2; MPTP inh: -2.4; Gli-Sufu antag: 7

How did Cc1cc(-c2nnc(SCC(=O)c3ccc(F)cc3)o2)no1 do in these assays?
NR3A LBD binder: -2; EBI2 antag: -3; CCR6 antagonist: 4; CXCR6 inh: -2; APOBEC3G inh: -3; A3A deaminase: -2; MPTP inh: -0.6; Gli-Sufu antag: 1

Results for Cn1c(CN2CCCCC2)c(C#N)c2ccccc21 ?
NR3A LBD binder: -2; EBI2 antag: -4; CCR6 antagonist: -5; CXCR6 inh: -3; APOBEC3G inh: -4; A3A deaminase: 0; MPTP inh: -2.9; Gli-Sufu antag: 2

How did CC1=NN(c2ccccc2)C(=O)C1=C(C)C do in these assays?
NR3A LBD binder: -1; EBI2 antag: -7; CCR6 antagonist: 9; CXCR6 inh: 1; APOBEC3G inh: -1; A3A deaminase: -1; MPTP inh: 2.1; Gli-Sufu antag: -10

How did CCC(C)[C@H](NC(=O)[C@@H]1CSC2c3ccccc3C(=O)N21)C(=O)NCc1ccncc1 (some centres undefined) do in these assays?
NR3A LBD binder: 0; EBI2 antag: 1; CCR6 antagonist: -4; CXCR6 inh: 9; APOBEC3G inh: -5; A3A deaminase: -4; MPTP inh: -3.0; Gli-Sufu antag: 3

Compounds as they come, and some 5.8% of all compounds hit somewhere here.
